Bcl-2 Bim block – inhibitors of Bim-Bcl-2 interaction, human; Bead-based flow cytometry, Bim peptide-Bcl-2 binding; inhibition, % at 10 µM; hit rate 0.06% among 190,000; P10415; in the data active = inhibition above about 40%; inconclusive = no clear call, values can overlap the other calls;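 note: 0% = no compound wells with probe peptide and 100% = reference peptide inhibitor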
Target sequence (P10415 whole entry, looked up): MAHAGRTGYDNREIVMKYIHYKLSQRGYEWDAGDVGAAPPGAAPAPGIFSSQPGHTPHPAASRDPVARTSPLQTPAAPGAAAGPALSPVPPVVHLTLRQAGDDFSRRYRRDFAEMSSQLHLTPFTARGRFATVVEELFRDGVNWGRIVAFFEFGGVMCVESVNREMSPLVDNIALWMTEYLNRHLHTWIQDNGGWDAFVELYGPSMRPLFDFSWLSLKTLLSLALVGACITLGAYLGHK
RGS7-Gao – modulates binding of RGS7 to human Galphao. P09471. Multiplexed bead flow cytometry; actives lie on both sides. binding response (% of control), % at 10 µM. hit rate 0.35% among 220,000; in the data active = binding response below about 49% or above about 150%; inconclusive = no clear call, values can overlap the other calls; inactive = in between;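 note: fluorescent Galphao held in activated GDP-AlF4 state binding bead-coupled RGS7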
ABCG2 block – human ABCG2 inhibition, ABCB1 as counter-screen. hit rate 0.1% among 190,000. AID 1325. inhibition, % at 6.6 µM. Q9UNQ0. IgMXP3 cells, JC-1 efflux, flow cytometry;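 active = inhibition above 80%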;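 note: 0% = DMSO and 100% = nicardipine control wells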
Target sequence (Q9UNQ0 whole entry, looked up): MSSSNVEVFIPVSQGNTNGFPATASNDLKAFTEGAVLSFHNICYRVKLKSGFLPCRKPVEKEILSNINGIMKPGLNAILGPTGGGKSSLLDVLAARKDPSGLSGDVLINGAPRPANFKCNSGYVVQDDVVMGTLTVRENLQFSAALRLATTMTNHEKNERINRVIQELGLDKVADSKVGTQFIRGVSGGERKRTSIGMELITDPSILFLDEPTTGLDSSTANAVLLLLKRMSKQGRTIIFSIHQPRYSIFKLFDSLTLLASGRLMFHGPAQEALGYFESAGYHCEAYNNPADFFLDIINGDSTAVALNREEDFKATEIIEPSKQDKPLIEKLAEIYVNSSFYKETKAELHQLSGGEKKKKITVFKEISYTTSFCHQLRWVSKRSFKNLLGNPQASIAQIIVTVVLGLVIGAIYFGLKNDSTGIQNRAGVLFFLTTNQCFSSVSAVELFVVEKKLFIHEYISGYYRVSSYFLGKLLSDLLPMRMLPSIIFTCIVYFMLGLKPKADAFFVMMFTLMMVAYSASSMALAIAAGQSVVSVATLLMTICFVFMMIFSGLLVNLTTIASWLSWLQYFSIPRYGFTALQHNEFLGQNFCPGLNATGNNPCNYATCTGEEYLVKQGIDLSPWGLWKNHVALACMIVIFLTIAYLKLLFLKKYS
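Incubation: cells with compound and JC-1, 10 min at 25 °C, rotating, no wash / Test system: IgMXP3 (ABCG2) plus far-red-tagged CCRF-Adr (ABCB1) cells / Compound dosing: one concentration, 6.6 µM final / Also added: JC-1 fluorescent substrate / Evaluation: efflux inhibition in percent versus controls / Detection: flow cytometry, 530 nm JC-1 signal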
GSH bead fluor – GSH bead compound fluorescence profile | fluorescence (KMESF) at 10 µM | GSH beads flow cytometry, compound fluorescence 488/530 nm; active compounds read high | hit rate 0.25% among 190,000; in the data active = fluorescence above about 89;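 note: glutathione beads carrying GST-tagged Bcl family fusion proteins plus one bare bead set; values are compound well signal with DMSO vehicle wells as background; inactives centre near 16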
Bim-Bcl-XL – disrupts Bim peptide binding to human Bcl-XL. Q07817. bead flow cytometry, fluorescence. inhibition, % at 10 µM. hit rate 0.04% among 190,000. AID 1007
RGS4-Gao reg – human RGS4-Galphao interaction regulation. Multiplexed bead flow cytometry, RGS4-Galphao binding; actives lie on both sides. hit rate 0.33% among 220,000. P09471. binding response (% of control), % at 10 µM; in the data active = binding response below about 49% or above about 150%; inactive = in between;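 note: fluorescent Galphao activated with aluminum fluoride binding bead-coupled RGS4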
RGS8-Gao – modulates binding of RGS8 to human Galphao | P09471 | multiplexed bead flow cytometry; actives lie on both sides | response (percent of control binding), % at 10 µM | hit rate 0.34% among 220,000 | AID 1423; in the data active = response below about 60% or above about 140%; inactive = in between;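 note: Galphao activated as the GDP aluminium fluoride complex binding bead-coupled RGS8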
Bcl-W Bim block – disrupts Bim peptide binding to human Bcl-W | AID 952 | Q92843 | hit rate 0.02% among 190,000 | bead-based flow cytometry | inhibition, % at 10 µM;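 note: 0% = bound tracer without compound and 100% = peptide blocker; higher means less fluorescent Bim peptide bound to Bcl-W beads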
Bcl-B Bim block – human Bim-Bcl-B interaction inhibition. Q9HD36. bead-based flow cytometry, Bim peptide-Bcl-B binding. inhibition, % at 10 µM. hit rate 0.073% among 190,000. AID 951;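 note: 0% = tracer peptide without compound and 100% = reference inhibitor peptide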
Bfl-1 Bim block – inhibitors of Bim-Bfl-1 interaction, human; Bead-based flow cytometry, Bim-Bfl-1 binding inhibition; hit rate 0.12% among 190,000; Q16548; inhibition, % at 10 µM;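 note: 0% = wells without compound plus tracer and 100% = blocker peptide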
ABCB1 inh – inhibitors of human ABCB1 transporter, ABCG2 counter-screen | P08183 | AID 1326 | inhibition, % at 6.6 µM | CCRF-Adr cells, JC-1 efflux, flow cytometry | hit rate 0.067% among 190,000; in the data active = inhibition above about 40%;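 note: 0% = vehicle and 100% = reference inhibitor; higher value means more JC-1 retained so stronger ABCB1 efflux block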
Active calls of the source: *; ? = inconclusive; & = joins results of further samples. Cut-off read from the data, not from the text of the source, unless noted: active = inhibition above about 40%.

Below each SMILES: Bcl-2 Bim block	RGS7-Gao	ABCG2 block	GSH bead fluor	Bim-Bcl-XL	RGS4-Gao reg	RGS8-Gao	Bcl-W Bim block	Bcl-B Bim block	Bfl-1 Bim block	ABCB1 inh
- Cc1ccc(NC(=O)c2ccc(Cn3cc([N+](=O)[O-])cn3)cc2)c(C)c1
    2	101	6	7	-1	101	103	0	-2	1	1.2
- S=c1[nH]nc(-c2ccc(Cl)cc2Cl)n1Cc1ccccc1
    -4	77	-11	11	0	83	85	2	0	-18	-1.4
- O=C(CSc1nc2c(cnn2-c2ccc(F)cc2)c(=O)[nH]1)N1CCCCCC1
    -1	83	5	15	-7	85	88	-6	-1	-1	0.7
- CCn1ccnc1CN(C)Cc1nc(-c2cccc(Cl)c2)no1
    -3	114	11	13	-6	106	108	-4	-4	-5	2.8
- CC(C)=CCC/C(C)=C/CN(CC(C)O)CC(C)O (configuration not stated)
    -9	102	-2	33	0	102	103	1	-6	-12	-0.3
- COc1ccccc1CNC(=O)COC(=O)Cc1ccsc1
    -4	104	1	16	-1	103	106	-3	-1	-8	0.3
- COc1cnc(-c2ccccn2)nc1Sc1c(Cl)cccc1Cl
    -5	101	0	15	0	103	102	1	-3	-6	0.3
- S=c1[nH]nc(C23CC4CC(CC(C4)C2)C3)n1Cc1ccco1
    -11	105	13	33	-11	102	100	-4	-20	-11	0.8
- CC(SCc1ccccc1)C(=O)NC1CCCC1 (configuration not stated)
    -5	103	3	11	-5	105	101	-5	-10	-8	1.2
- COc1ccccc1NC(=O)c1[nH]c(C)c(C(C)=O)c1C
    -11	102	5	36	-17	101	100	-3	-13	-16	1.2
- COc1ccc(NC(=O)N2CCCC(CCC(=O)N(C)CCc3ccccn3)C2)cc1 (configuration not stated)
    2	109	0	13	-1	104	102	-1	-2	-4	-0.2
- Cc1cc(NC(=O)c2ccco2)ccc1-n1cnnn1
    -5	105	7	11	-3	101	96	-6	-5	-2	0.4
- CC1=CC(=NOC(=O)c2cccc([N+](=O)[O-])c2)C=C(C)C1=O
    3	106	3	19	2	103	103	0	-2	6	0.2
- COc1ccccc1C(=O)NCC(=O)N/N=C/c1cc(Br)ccc1OC(=O)/C=C\c1ccco1
    1	88	3	3	-4	90	99	-2	-6	-1	3.6
- Cc1ccc2nc(NC(=O)CNS(=O)(=O)c3ccc(Br)s3)sc2c1
    -5	98	0	4	-1	100	92	3	-9	-2	-0.2
- Cc1ccc(C2C(C(=O)c3ccco3)=C(O)C(=O)N2c2nnc(C)s2)cc1 (configuration not stated)
    -6	86	1	53	-5	88	97	1	-1	-6	0.3
- CCOc1ccc(NC(=O)C(=O)N/N=C/c2ccccc2F)cc1
    0	108	1	15	-4	106	104	-3	-7	-7	0.4
- CCc1ccccc1OCCCCCNCCO
    -1	101	2	9	0	100	100	5	-4	-10	0.4
- Cc1ccc(NC(=S)N(CCN(C)C)C(C)c2ccco2)cc1C (configuration not stated)
    6	98	2	7	-1	101	102	-1	4	9	3.2
- CCOC(=O)C1CN(C(C)(C)C)C(=O)C1=O (configuration not stated)
    0	95	6	4	-4	96	97	-3	-6	-1	0.7
- CN(c1ccccc1C(=O)NCc1ccco1)S(C)(=O)=O
    -8	93	3	28	-9	95	94	0	-8	-11	0.6
- CC1CCC(NC(=O)COc2ccc(C(=O)c3ccccc3)cc2)CC1 (configuration not stated)
    -3	98	5	9	-8	101	92	-2	-6	0	4.8
- CCOc1ccc(-n2c(C)c(C(C)=O)c3cc(OCC(N)=O)ccc32)cc1
    -3	103	2	26	-2	101	103	-3	-6	-1	0.8
- CC(C)(C)C(=O)Nc1cccc(C(=O)Nc2cc(C(=O)O)cc(C(=O)O)c2)c1
    -2	100	3	7	-1	101	101	-2	-3	-2	0.0
- O=C(COC(=O)c1ccncc1)Nc1cccc(Cl)c1
    -9	97	13	37	-9	99	100	0	-11	-17	-0.9
- Cc1[nH]c(=O)[nH]c(=O)c1S(=O)(=O)N1CCCC(C(=O)NCCc2ccccc2)C1 (configuration not stated)
    -3	108	2	59	-1	115	107	0	-6	-6	0.5
- COC(=O)c1ccc(C2c3c(oc4cc(C)c(C)cc4c3=O)C(=O)N2CCCN(C)C)cc1 (configuration not stated)
    -2	92	1	20	0	95	95	0	1	5	1.8
- c1cc2c(nn1)CCc1nonc1-2
    -5	108	2	46	-1	108	105	0	0	-6	0.5
- FC(F)(F)c1cnc(NNC(=S)Nc2ccccc2Cl)c(Cl)c1
    -3	103	-7	11	-3	99	99	-4	-7	-1	-1.0
- COC(=O)c1cc(NC(=O)c2cccc(C(F)(F)F)c2)c(=O)oc1C
    -3	?	12	19	-4	103	102	-4	-8	-6	0.8

Reprinted from the part before: 2 entries; new compounds follow.
Below each SMILES: Bcl-2 Bim block	RGS7-Gao	ABCG2 block	GSH bead fluor	Bim-Bcl-XL	RGS4-Gao reg	RGS8-Gao	Bcl-W Bim block	Bcl-B Bim block	Bfl-1 Bim block	ABCB1 inh
- FC(F)(F)c1cnc(NNC(=S)Nc2ccccc2Cl)c(Cl)c1
    -3	103	-7	11	-3	99	99	-4	-7	-1	-1.0
- COC(=O)c1cc(NC(=O)c2cccc(C(F)(F)F)c2)c(=O)oc1C
    -3	?	12	19	-4	103	102	-4	-8	-6	0.8
- Cc1ccc(C(=O)O)cc1NC(=S)NC(=O)C(c1ccccc1)c1ccccc1
    -5	104	-3	35	-7	101	101	-3	-5	-4	1.8
- O=C(CNC(=O)c1ccccc1Cl)Nc1ccc(F)cc1
    -4	100	7	14	-6	102	102	-5	-7	-2	0.0
- N#Cc1nc(-c2ccc(OCc3ccccc3)cc2)oc1N1CCC(C(N)=O)CC1
    0	95	2	14	0	95	95	-4	-1	2	0.1
- O=C(COc1ccccc1)NNC(=O)c1cc2ccccc2oc1=O
    -11	99	36	16	-8	99	102	-2	-7	-20	1.4
- C/C(N)=C(/C#N)C(=O)COC(=O)c1cc2c(s1)CCC(C)C2 (configuration not stated)
    -6	110	8	12	-4	112	122	-4	-8	-11	1.3
- CC(C)Oc1ccc(C(=O)Nc2nnc(SCC(=O)N3CCOCC3)s2)cc1
    -2	102	13	11	-4	101	100	-7	-7	-1	1.3
- COC(=O)c1c(NC(=O)CN2CCC(C)CC2)c2c(C)cccc2n1C
    -10	105	9	66	-9	103	103	2	-8	-10	1.3
- O=C(CC1NCCc2ccccc21)Nc1ccc(Oc2ccccc2)cc1 (configuration not stated)
    0	?	3	10	0	100	99	2	0	-2	1.6
- COc1ccc(/C=N/NC(=O)CNC(=O)c2ccc(S(=O)(=O)N3CCOCC3)cc2)cc1OC
    -4	101	1	9	-6	103	106	-3	-7	-2	0.2
- CC(=O)O[C@H]1C[C@@]2(C)[C@@H](C[C@@H](O)[C@H]3[C@@]4(C)CC[C@@H](O)[C@@H](C)C4CC[C@@]32C)/C1=C(\CCC=C(C)C)C(=O)O (some centres not stated)
    0	88	-1	21	-3	91	98	-1	-1	0	0.0
- CCOc1ccc(S(=O)(=O)Oc2ccc3ccccc3c2)cc1
    -1	98	0	9	-6	102	103	-3	8	-8	0.1
- CCN(CC)CCCNC(=O)CCC(=O)NNc1nc2ccccc2c2nc(C)nn12
    0	100	4	8	1	101	100	0	-1	-5	-0.1
- O=C(CSc1nnc(NCc2ccccc2)s1)c1ccco1
    0	97	0	23	1	98	97	2	-2	-7	0.1
- Nc1ccc(-c2sc(N)nc2-c2ccccc2)cc1
    0	106	1	8	-2	101	103	-1	-1	0	-0.2
- Cc1cnc(C(=O)OCC(=O)N2CCc3ccccc3C2)cn1
    -15	100	18	22	-7	98	101	-2	-12	-17	1.0
- c1ccc(NCC2OCc3ccccc3CO2)cc1
    -2	97	-1	4	0	97	103	0	-4	1	0.1
- Cc1cc(=O)[nH]c(N2CCCC2)n1
    -2	100	0	19	-1	100	100	-3	-2	-1	-0.1
- CC1CCCC(C)N1C(=S)SCC(=O)O (configuration not stated)
    0	?	0	12	0	98	101	-2	2	4	-0.9
- CS(=O)(=O)N(CC(=O)NCCSC1CCCCC1)c1ccccc1
    2	98	0	12	-1	98	104	3	-3	5	0.3
- S=c1[nH]nc(COc2ccccc2)n1/N=C/c1cccnc1
    -7	114	-3	15	-9	107	103	-3	-20	-8	-0.7
- CN(c1ccc(C(=O)Nc2cccnc2)cc1)S(C)(=O)=O
    -9	100	4	25	-6	102	104	-1	-6	-15	0.2
- CCOc1cc(/C=C2\SC(=N)N(c3nonc3N)C2=O)ccc1OCCN1CCOCC1
    0	102	-1	18	0	99	101	0	-1	-4	-0.6
- Cc1ccc2[nH]c(C(=O)O)c(-c3ccccc3)c2c1
    -1	102	0	12	-3	98	103	-3	0	0	-0.1
- CCOc1ccc2nc(SCC(=O)NC(=O)NCc3ccco3)sc2c1
    -8	102	40	36	-6	102	101	2	-12	-14	-0.7
- C=CCN(C(=O)Nc1ccc2oc(C)nc2c1)c1ccccc1
    -7	102	19	26	0	102	101	0	-3	-6	0.0
- OC1(CNCc2cn[nH]c2-c2cc3ccccc3o2)CCCCC1
    0	115	-2	13	-2	114	121	0	0	4	-1.7
- NCCc1cnc[nH]1
    2&1	101&107	0&1	17&19	1&0	99&108	118&105	0&1	5&-6	3&0	0.0&0.1

Source: PubChem BioAssay
